H9c2 TAG inh: inhibitors of triacylglycerol accumulation, primary screen, cell-based, uHTS, fluorescence, H9c2; H9c2 cells, Nile Red lipid (TAG) fluorescence; cells loaded with 200 µM oleic acid; inhibition, % at 12.5 µM; 0.66% of 230,000 active; AID 651582, 2012;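 active means pattern-corrected inhibition of lipid staining of at least 50% with the nuclear-stain viability signal not falling by more than 50%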;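 further: 0% = DMSO wells and 100% = triacsin C control wells; some results filed as inactive read as strong as hits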
H9c2 TAG inh DAPI viability: second read-out of H9c2 TAG inh, no call of its own (marks repeat the call); DAPI nuclei signal change (viability), lower = more cytotoxic, %;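 whole-well DAPI fluorescence read on a plate reader as a viability signal; minus 50 percent equals half of cells still viable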
* marks the source's active call; other numbers are inactive results. Not all compounds are listed; rates above refer to the full screens.

SMILES	H9c2 TAG inh	H9c2 TAG inh DAPI viability
Nc1cc2c(cc1Br)-c1ccc(F)cc1C2=O	1.1	4.3
Cc1cc(C)n2cc(CSc3nnnn3-c3ccccc3C)nc2n1	5.4	3.1
CCOc1ccc(-n2c(=O)c3c4c(sc3n(CC(=O)NCC3CCCO3)c2=O)CCC4)cc1 (configuration not stated)	1.4	-6.2
COc1ccc(OC)c(NC(=S)NCc2ccc(S(N)(=O)=O)cc2)c1	5.0	-1.2
O=C(CSc1nnc(SCc2ccccc2)s1)N/N=C/c1c[nH]c2ccccc12	8.1	-9.3
COc1ccc(-c2csc(NC(=O)CSCc3c(C)noc3C)n2)cc1OC	5.8	2.4
Cc1ccc(N2C(=O)C(Cl)=C(NCCO)C2=O)c(C)c1	14.4	-0.4
Nc1nc(-c2ccccc2)c(CCCOc2ccc([N+](=O)[O-])cc2)c(=O)[nH]1	-7.6	2.1
CSCCC(NS(=O)(=O)c1ccccc1)C(=O)OCc1cc(=O)oc2cc(O)ccc12 (configuration not stated)	2.4	4.3
Cn1c(CNc2ccc(Cl)cc2)nnc1SCc1ccccc1	1.7	-4.0
O=C(c1ccccc1Cl)N1CCN(c2ccccn2)CC1	-24.3	6.4
CCOC(=O)c1sc(S(C)=O)c2c1CCc1conc1-2 (configuration not stated)	117.1	-92.4
COc1ccc(OCC(=O)Nc2c3c(nn2C(C)(C)C)CS(=O)(=O)C3)cc1	-8.5	4.5
CSc1ccccc1C(=O)C1CCCN(C(=O)c2cc(C(C)C)no2)C1 (configuration not stated)	-2.4	-2.5
O=C(Nc1ccc(Cl)cn1)c1ccc2c(Cl)c3c(nc2c1)CCC3	5.7	-0.8

Two entries from above, field by field.
> CSc1ccccc1C(=O)C1CCCN(C(=O)c2cc(C(C)C)no2)C1 (configuration not stated)
  H9c2 TAG inh = -2.4	H9c2 TAG inh DAPI viability = -2.5

> O=C(Nc1ccc(Cl)cn1)c1ccc2c(Cl)c3c(nc2c1)CCC3
  H9c2 TAG inh = 5.7	H9c2 TAG inh DAPI viability = -0.8

Other records:
SMILES	H9c2 TAG inh	H9c2 TAG inh DAPI viability
O=C(CCc1c[nH]c2ccccc12)NCC1COc2ccccc2O1 (configuration not stated)	-2.5	4.9
O=C(CN1CCN(c2ccccc2F)CC1)c1ccc2cc[nH]c2c1	1.6	10.7
Cc1nc(C(F)(F)F)ccc1C(=O)N1CCC(C)(C(=O)NS(=O)(=O)C2CC2)C1 (configuration not stated)	12.1	-11.0
O=c1[nH]ncc(N/N=C\c2cccnc2)c1Cl	13.6	4.7
O=C(c1cccs1)c1coc2ccc(O)cc12	4.7	4.8
COC(=O)c1ccsc1NC(=O)c1ccco1	-15.0	2.6
Cc1cccc(C(C)C)c1NC(=O)C(C)OC(=O)Cc1n[nH]c(=O)c2ccccc12 (configuration not stated)	12.5	5.5
Cc1[nH]n(-c2ccccc2)c(=O)c1N=Nc1cccc([N+](=O)[O-])c1	34.7	-2.9
CCOc1ccc(NC(=O)CN(C)C2=NS(=O)(=O)c3ccccc32)cc1	10.8	4.7
Cc1nnsc1C(=O)N/N=C/c1ccccc1	17.1	1.1
COCC(=O)Nc1nc2ccc(S(C)(=O)=O)cc2s1	-7.4	-4.0
COc1ccc(CN2CCNC(=O)C2CC(=O)N2CCCCO2)c(OC)c1 (configuration not stated)	10.2	-1.3
CCOC(=O)n1c(O)c(N=NC(N)=S)c2cc(C)ccc21	-3.3	-0.4
O=C(NCc1ccccc1)C1Cc2ccccc2CN1C(=O)c1ccco1 (configuration not stated)	2.7	-6.5
CCc1cc2c(=O)n(Cc3ccco3)c(SCC(=O)N(C)C3CCS(=O)(=O)C3)nc2s1 (configuration not stated)	-4.3	-8.6
Cc1ccc(Nc2nc(CSc3nnc(-c4ccccc4C)n3C)cs2)cc1	29.2	1.3
Cc1cccc(Oc2ncnc3oc(-c4ccccc4)cc23)c1C	-5.5	3.9
Cc1cccc(OCC(=O)N(Cc2ccco2)C2CCS(=O)(=O)C2)c1C (configuration not stated)	-0.8	-6.0
CCC(=O)Nc1ccc2c(c1)nc1n2CCN(C2CCCCC2)C1	11.3	0.4
COc1ccc(N2C(=NC(C)=O)SC3CS(=O)(=O)CC32)cc1OC (configuration not stated)	4.0	-7.9
CCOC(=O)N1CCC(N(CCN(C)C)C(=S)Nc2cccc(SC)c2)CC1	6.8	-4.2
O=C(Nc1nc2ccccc2s1)NC1CCCCC1	-18.5	8.0
Cn1c(=O)c2c(nc(CN3CCCCC3)n2Cc2c(F)cccc2Cl)n(C)c1=O	-5.5	0.3
CSCC(=O)N1CCc2ccc(NC(=O)c3ccccc3Cl)cc2C1	-11.3	-7.4
COc1ccc(N2CCN(C(=O)c3ccc4c(=O)n(CCc5ccc(OC)c(OC)c5)c(=O)[nH]c4c3)CC2)cc1	-5.0	8.2
C[C@@H]1CN([C@@H](C)CO)S(=O)(=O)c2ccc(Br)cc2O[C@H]1CN(C)C(=O)c1ccccc1F	-11.9	4.3
CCc1ccc(NC(=O)C(C)OC(=O)CCN2C(=O)C3CC=CCC3C2=O)cc1 (configuration not stated)	-4.7	-3.3
Nc1nc(Cl)nc2ccc(Br)cc12	-3.0	7.2
CCOc1ccc(NC(=O)c2cc3n(n2)C(C(F)(F)F)CC(c2ccco2)N3)cc1 (configuration not stated)	-6.4	2.2
CN1C(=O)/C(=C\C=C2/CCCN2C)N(C)C1=S	2.8	5.5

One compound at a time (already shown):
`COc1ccc(N2CCN(C(=O)c3ccc4c(=O)n(CCc5ccc(OC)c(OC)c5)c(=O)[nH]c4c3)CC2)cc1` as listed: H9c2 TAG inh: -5.0; H9c2 TAG inh DAPI viability: 8.2
`O=C(Nc1nc2ccccc2s1)NC1CCCCC1` as listed: H9c2 TAG inh: -18.5; H9c2 TAG inh DAPI viability: 8.0
`CN1C(=O)/C(=C\C=C2/CCCN2C)N(C)C1=S` as listed: H9c2 TAG inh: 2.8; H9c2 TAG inh DAPI viability: 5.5

Going on with the list:
SMILES	H9c2 TAG inh	H9c2 TAG inh DAPI viability
COc1ccc(-c2cn[nH]c2-c2ccc(OCc3ccc([N+](=O)[O-])cc3)cc2O)cc1	-0.4	30.9
CC12CN3CCN(CC(C3)/C1=N\NC(=O)c1ccccc1N)C2	11.7	3.5
COc1ccccc1CNc1ncnc2cc(OC)c(OC)cc12	-2.6	1.1
CN1CCN(c2ccc(CNC(=O)C3Cc4c(-c5ccccc5)ccnc4O3)cc2)CC1 (configuration not stated)	3.3	10.8
COCCn1c(C)cc(/C=N/NC(=O)c2cc3ccccc3cc2O)c1C	-6.5	2.3
COc1ccc(C(=O)N2CCN(c3nc4ccccc4o3)CC2)cc1OC	-5.0	1.8
COc1ccc(-n2ncc3c(NCc4ccccn4)ncnc32)cc1	-22.0	1.7
CC(C)(C)c1ccc(OCc2ccc(C(=O)N/N=C/c3ccc([N+](=O)[O-])cc3)o2)cc1	4.7	-5.5
CC(C)(C)OC(=O)N1CCCC1C(=O)NCCc1ccccc1 (configuration not stated)	-3.0	2.4
CN(CC(=O)Nc1ccc(F)cc1)C(=O)COC(=O)c1ccccc1	-5.7	4.7
S=c1[nH]c(-c2ccccc2)cs1	14.5	-10.6
CN(C(=O)c1ccc(Br)cc1)C1CCS(=O)(=O)C1 (configuration not stated)	4.1	-5.1
CC(C)NC(=O)COC(=O)Cn1[nH]c(=O)c2ccccc2c1=O	-1.3	11.0
CC(C)Nc1nnc(SCC(=O)NCc2ccc3c(c2)OCO3)s1	8.9	-2.7
COc1ccc(-n2nc3c(c2NC(=O)c2ccc(N4C(=O)CCC4=O)cc2)CSC3)cc1	6.7	-2.7
O=C(CC1CCCC1)N1CCCC(Nc2ccc(F)cc2)C1 (configuration not stated)	-7.0	1.2
O=C(Cc1ccc(S(=O)(=O)N2CCOCC2)s1)Nc1ccccc1N1CCCC1	-9.4	-1.7
COc1ccc(C)cc1NC(=O)CN1CCN(S(=O)(=O)c2ccc3ccccc3c2)CC1	-14.6	-3.5
CC1(C)Cc2nc(N3CCCC3)c(C#N)cc2CO1	-13.1	78.1
C=CCOc1ccc(/C=C/C(=O)OCC(=O)N(C)C2CCS(=O)(=O)C2)cc1 (configuration not stated)	8.0	-2.3
CN(c1ncc(C(F)(F)F)cc1Cl)N1C(=O)c2cccc(N)c2C1=O	-11.8	-0.1
CCCC#Cc1ccc2c(c1)O[C@@H](CN(C)Cc1ccc3c(c1)OCO3)[C@H](C)CN([C@@H](C)CO)S2(=O)=O	4.1	-20.6
OC[C@@H]1CN(Cc2ccco2)C[C@H](n2cnc3c(Nc4ccccc4)ncnc32)O1	8.8	0.3
O=C(C1=NNCC1c1ccc(Cl)cc1)C1CO1 (configuration not stated)	18.2	-16.8
O=[N+]([O-])c1ccc2nc(-c3cccnc3)[nH]c2c1	-1.9	0.4
CC(C)NC(=O)C1(N2C(=O)c3ccccc3C2=O)CCCC1	-15.0	3.5
CCOC(=O)c1ccc(NC(=O)CC2C(=O)OCCN2CC)cc1 (configuration not stated)	4.5	12.4
CCOC(=O)c1nnn(-c2nn3nnnc3c3ccccc23)c1C	3.6	-8.5
Cc1cc(-c2csc(NCc3ccccc3)n2)c(C)n1C	13.5	-7.2
CN(CCNC(=O)C1(O)c2ccccc2NC(=O)N1c1ccccc1)Cc1ccccc1 (configuration not stated)	0.7	2.9

Three entries drawn at random from those above, as already listed:
SMILES	H9c2 TAG inh	H9c2 TAG inh DAPI viability
CCOC(=O)c1ccc(NC(=O)CC2C(=O)OCCN2CC)cc1 (configuration not stated)	4.5	12.4
C=CCOc1ccc(/C=C/C(=O)OCC(=O)N(C)C2CCS(=O)(=O)C2)cc1 (configuration not stated)	8.0	-2.3
O=C(CC1CCCC1)N1CCCC(Nc2ccc(F)cc2)C1 (configuration not stated)	-7.0	1.2

Further compounds
SMILES	H9c2 TAG inh	H9c2 TAG inh DAPI viability
NC(Cc1ccc(Cl)cc1)c1csc(NC(=O)NCCc2ccccc2)n1 (configuration not stated)	73.6*	-27.9*
CN(C)S(=O)(=O)c1cccc(NC(=O)CCNC(=O)c2ccccc2Cl)c1	-8.1	3.3
COC(=O)c1ccc(OCC(=O)NCCC2=CCCCC2)c(OC)c1	-14.2	2.6
O=C(CSc1nnc(CNC(=O)c2ccccc2)o1)NCc1ccccc1	7.9	8.0
CCOC(=O)C1=C(C)NC(=O)NC1c1ccc2c(c1)OCCO2 (configuration not stated)	-5.9	-6.9
CCC(C)Nc1nc(SC(C(C)=O)C(C)=O)nc(N(C)C)n1 (configuration not stated)	12.4	-7.4
O=C(O)c1ccc(CN2C(=O)CSC2=S)cc1	2.2	-6.7
CS(=O)(=O)Nc1ccc2c(c1)[C@H]1C[C@H](CC(=O)NCc3cccc(F)c3)O[C@@H](CO)[C@H]1O2	1.4	-3.2
CCOC(=O)[C@H]1[C@H]2COc3ccc(Cl)cc3[C@@H]2N2C(=O)c3cc(C)ccc3NC(=O)[C@@]12C	20.5	-6.4
COc1ccccc1Oc1ccc2c(c1)C(=O)N(c1ccc(Br)c3cccnc13)C2=O	-14.6	10.1
Cc1cccc(NC(=O)/C(C#N)=C\c2cn(CC(=O)O)c3ccccc23)c1	16.0	0.5
Cc1ccccc1C(=O)Nc1cccc(-c2ccc3nncn3n2)c1	1.7	0.4
CCOc1ccc(-n2c(SC(C)C)nc3c(c2=O)SCC3)cc1	-0.4	-0.7
NS(=O)(=O)c1ccc(CNC(=O)c2cccc(S(=O)(=O)N3CCc4ccccc43)c2)cc1	-0.1	8.8
CC(=O)c1ccc2c(c1)N(Cc1ccccc1Cl)C(=O)C(C)S2 (configuration not stated)	-0.9	7.8

Given bar-delimited: part of the list above
canonical_smiles | H9c2 TAG inh | H9c2 TAG inh DAPI viability
CN(C)S(=O)(=O)c1cccc(NC(=O)CCNC(=O)c2ccccc2Cl)c1 | -8.1 | 3.3
COC(=O)c1ccc(OCC(=O)NCCC2=CCCCC2)c(OC)c1 | -14.2 | 2.6
O=C(CSc1nnc(CNC(=O)c2ccccc2)o1)NCc1ccccc1 | 7.9 | 8.0
CC(=O)c1ccc2c(c1)N(Cc1ccccc1Cl)C(=O)C(C)S2 (configuration not stated) | -0.9 | 7.8
CCOC(=O)C1=C(C)NC(=O)NC1c1ccc2c(c1)OCCO2 (configuration not stated) | -5.9 | -6.9
NC(Cc1ccc(Cl)cc1)c1csc(NC(=O)NCCc2ccccc2)n1 (configuration not stated) | 73.6* | -27.9*

Next entries follow.
SMILES	H9c2 TAG inh	H9c2 TAG inh DAPI viability
CN(C)c1ccc(CNC(=O)c2ccc(CNc3c(N4CCCCC4)c(=O)c3=O)cc2)cc1	16.9	-3.4
Cc1cnc(NC(=O)c2nn(C)cc2[N+](=O)[O-])s1	59.7	-51.7
Nc1c(C(=O)N2CCCC2)sc2nc(-c3ccccc3)ccc12	11.2	6.1
CSc1ccccc1C(=O)OCC(=O)N1CCN(C(C)=O)CC1	-2.1	-1.5
Cc1ccc(S(=O)(=O)N2CCCCC2)cc1NS(=O)(=O)c1ccc(Cl)c(C(=O)O)c1	0.9	10.4
Cc1cccc(-n2cc(CN3CCN(C(=O)c4ncn[nH]4)CC3)c(-c3cccc(F)c3)n2)c1	4.8	-1.2
Cc1ccc2cc3c(nc2c1)N(c1ccccc1)CC3	13.1	85.0
COc1ccccc1C(=O)NNC(=O)c1cccc(C)c1	0.8	-0.7
O=C(COc1ccc(Br)cc1)Nc1ccc(S(=O)(=O)Nc2ccccn2)cc1	-7.7	-4.7
